# FXIa inh: inhibitors of human coagulation factor XIa. P03951. AID 798. purified FXIa, Boc-Glu-Ala-Arg-AMC fluorogenic substrate. 220,000 tested, 0.14% active. inhibition, % at 5 µM;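 active = inhibition of at least 40%; inactive = inhibition below 40%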;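 note: fluorescence of freed AMC excited at 355 nm; 0% = enzyme without compound and 100% = no enzyme blank; many of its hits are not listed in these tables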
# TNF necrop inh: blocks TNF-alpha induced death of Jurkat FADD-/- cells; Jurkat FADD-/- TNF necroptosis rescue, ATP luminescence, 24 h; 0 = TNF only, 100 = no-TNF cells; activation (protection from cell death), % at 10 µM; 220,000 tested, 0.068% active; AID 463075;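 active = activation, meaning protection from cell death, of at least 50% relative to plate controls; inactive = activation below 50%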;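 note: necroptosis triggered by 40 ng/mL TNF-alpha added together with compound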
# FXIIa inh 1536: blocks human coagulation factor XIIa protease activity. P00748. purified FXIIa, Boc-QGR-AMC fluorogenic substrate, 2 h. inhibition, % at 5 µM. 220,000 tested, 0.3% active. AID 800; in the data active = inhibition above about 40%;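 note: 0% = enzyme with no compound and 100% = blank without enzyme; many of its hits are not listed in these tables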
# KCC2 mod: modulates chloride dependent transport by human KCC2; KCC2 cells, thallium flux FluoZin-2 fluorescence; Q9H2X9; 190,000 tested, 2.2% active; B-score of Tl+ flux slope (higher = more flux/activation; lower = inhibition) at 10 µM;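 active = thallium flux slope and its plate-corrected score both differing from the plate sample mean at a set confidence after two filtering rounds, in either direction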;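 note: slope of fluorescence scaled to starting intensity during 10 to 20 s after thallium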
# hK5 inh: kallikrein 5 (human) inhibition; Q9Y337; recombinant hK5, fluorogenic AMC substrate cleavage; inhibition, % at 5 µM; 210,000 tested, 0.59% active; AID 873;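 active = inhibition of 40% or more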;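 note: 0% = enzyme controls without compound and 100% = no-enzyme blanks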
# Target sequence (Q9Y337 67-293 limits assumed): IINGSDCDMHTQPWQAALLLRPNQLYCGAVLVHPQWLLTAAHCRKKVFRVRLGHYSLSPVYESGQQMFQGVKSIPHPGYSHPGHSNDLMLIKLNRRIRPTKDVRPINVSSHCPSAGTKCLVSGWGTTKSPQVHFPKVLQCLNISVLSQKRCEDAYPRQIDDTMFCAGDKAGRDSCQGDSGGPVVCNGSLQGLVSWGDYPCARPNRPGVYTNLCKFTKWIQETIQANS
# zVAD death inh: L929 zVAD cell death inhibition. viability rescue, % at 10 µM. L929 zVAD necroptosis rescue, ATP luminescence, 24 h; with zVAD 60 µM. 220,000 tested, 0.38% active;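 active = activation, scaled between plate controls, above about 75%, limit read from the data; inactive = activation under that limit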;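 note: 0% = zVAD with DMSO and 100% = DMSO alone without zVAD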
# Thrombin inh: blocks human thrombin protease activity; inhibition, % at 5 µM; alpha-thrombin, Boc-VPR-AMC fluorogenic substrate cleavage; 220,000 tested, 0.26% active;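 active = inhibition at or above 40%; inactive = inhibition below 40%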;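 note: 0% = enzyme with no compound and 100% = wells without enzyme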
#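 Test system: human alpha-thrombin protein / Dosing: one concentration per compound, 5 µM, with 0.2% DMSO / Medium: pH 7.5 Tris-saline with Tween 20 / Benchmarks: no-compound enzyme wells and no-enzyme blanks / Read-out basis: percent inhibition of thrombin substrate cleavage / Timing: reaction at room temperature / Measured by: fluorescence, ex 355 nm, em 460 nm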
# Rad51 HR inh: blocks human Rad51 in homologous recombination | Q06609 | inhibition, % at 10 µM | 200,000 tested, 0.085% active | AID 1385 | hRad51 DNA strand exchange, fluorescence dequenching;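 active = inhibition above 40% at the single screening dose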;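 note: 0% = DMSO control wells and 100% = blanks with heterologous ssDNA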
# Target sequence (Q06609 whole entry, looked up): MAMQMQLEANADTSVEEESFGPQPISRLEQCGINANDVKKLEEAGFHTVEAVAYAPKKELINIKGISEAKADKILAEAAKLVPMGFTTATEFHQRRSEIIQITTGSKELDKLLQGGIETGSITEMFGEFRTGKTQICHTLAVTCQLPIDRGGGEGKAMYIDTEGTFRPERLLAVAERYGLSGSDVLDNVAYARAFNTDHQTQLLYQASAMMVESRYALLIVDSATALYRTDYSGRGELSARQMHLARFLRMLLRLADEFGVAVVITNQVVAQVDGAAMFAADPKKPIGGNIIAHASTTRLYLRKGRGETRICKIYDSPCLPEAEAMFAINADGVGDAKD
#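 Read-out basis: percent inhibition relative to plate controls and blanks / Assay system: human Rad51 nucleoprotein filaments preassembled on unlabelled ssDNA / Timing: filaments 15 min 37 °C, then compound 30 min / Control set: per-plate controls and blanks / Technique: fluorescence dequenching at 485/520 nm / Compound: 10 µM final, single point / Also added: Fluorescein- and BHQ1-tagged 47-mer duplex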
# Hck Nef HTS: inhibitors of human Hck kinase activated by Nef | AID 463187 | inhibition, % at 20 µM | Recombinant Hck-YEEI plus Nef, Z-Lyte FRET kinase assay | 220,000 tested, 0.68% active;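 active = Hck-Nef kinase inhibition above about 50%, limit read from the data; inactive = inhibition below that limit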;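 note: 0% = DMSO with Hck plus Nef and 100% = Hck alone without Nef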
# The depositor's hits bear a star; nt = no result given; & = joins results of further samples.
# Abbreviations – A = FXIa inh; B = TNF necrop inh; C = FXIIa inh 1536; D = KCC2 mod; E = hK5 inh; F = zVAD death inh; G = Thrombin inh; H = Rad51 HR inh; I = Hck Nef HTS
COc1ccc([N+](=O)[O-])cc1NCc1cccnc1
  A: -7.2 | B: 0.0 | C: -1.3 | D: -1.23 | E: -26.0 | F: 1.3 | G: -5.6 | H: -7.1 | I: 30.3
O=C(NC1CC1)C1CCN(c2ncnc3c2sc2cccc(F)c23)CC1
  A: 0.3 | B: -0.4 | C: 9.6 | D: nt | E: -1.9 | F: 0.2 | G: 2.4 | H: -4.0 | I: 1.1
O=C(NC(=S)Nc1ccc(N2CCOCC2)c(Cl)c1)c1sc2ccccc2c1Cl
  A: 5.7 | B: 0.8 | C: 7.5 | D: 2.85 | E: -2.8 | F: 0.7 | G: -0.1 | H: -0.1 | I: 3.1
CC(Sc1nnnn1C1CCCCC1)C(=O)O (stereo unspecified)
  A: -4.8 | B: 1.4 | C: 4.4 | D: 0.203 | E: -8.0 | F: 1.4 | G: -14.2 | H: 0.3 | I: 19.9
COc1ccccc1Nc1nc(NCCO)c2ccccc2n1
  A: -0.9 | B: -2.4 | C: 13.7 | D: -0.181 | E: -16.5 | F: 0.1 | G: -3.6 | H: 2.9 | I: 2.2
COc1cc(C)ccc1OCCOCCOc1ccc([N+](=O)[O-])cc1
  A: 9.0 | B: 0.8 | C: 6.6 | D: -1.34 | E: -7.9 | F: 0.2 | G: -4.3 | H: 0.1 | I: -0.8
Cc1ccc2cccc(NC(=S)NC(=O)c3c(Br)cnn3C)c2n1
  A: 7.3 | B: -0.7 | C: 16.9 | D: 5.72* | E: -7.4 | F: -0.2 | G: 0.6 | H: 4.2 | I: 1.2
COc1ccc(C(=O)Nc2ccc(S(=O)(=O)NCc3ccco3)cc2)cc1OC
  A: 7.6 | B: 0.1 | C: 22.4 | D: 0.113 | E: -20.2 | F: 1.4 | G: 3.7 | H: -3.4 | I: -0.3
Cn1c(SCC(=O)Nc2cccc(F)c2)nnc1-c1cc2ccccc2o1
  A: -6.1 | B: -1.5 | C: 12.8 | D: -0.163 | E: -9.1 | F: -0.1 | G: 1.3 | H: -8.1 | I: 0.3
CCOc1ccc(Br)cc1/C=N/O
  A: 2.8 | B: -1.9 | C: 12.4 | D: -0.0406 | E: -10.2 | F: 1.1 | G: 2.3 | H: 0.1 | I: 2.8

# (continued)
# Abbreviations – A = FXIa inh; B = TNF necrop inh; C = FXIIa inh 1536; D = KCC2 mod; E = hK5 inh; F = zVAD death inh; G = Thrombin inh; H = Rad51 HR inh; I = Hck Nef HTS
COC(=O)c1sc(NC(=O)CSc2nnc(Cn3nnc4ccccc43)n2C)nc1C
  A: 0.8 | B: 1.3 | C: 8.1 | D: 0.26 | E: -10.3 | F: 0.7 | G: -5.2 | H: -7.7 | I: 2.8
CCOC(=O)c1c(C)oc2c1c(C(c1cccnc1)N1CCCCC1)c(O)c1ccccc12 (stereo unspecified)
  A: -32.9 | B: -5.5 | C: -2.8 | D: -0.0271 | E: 3.8 | F: -0.2 | G: -6.3 | H: nt | I: 1.7
Cc1ccsc1C(=O)Nc1ccc(C(=O)O)cc1
  A: -16.1 | B: -1.1 | C: 12.5 | D: -0.464 | E: 17.2 | F: 0.0 | G: 3.9 | H: -0.7 | I: 7.3
CCNC(=S)N/N=C/c1ccco1
  A: 6.5 | B: 1.7 | C: 17.1 | D: 0.12 | E: 4.8 | F: 0.4 | G: 8.3 | H: 7.7 | I: 8.2
N#C/C(=N\O)c1nc(-c2ccccc2)cs1
  A: 1.7&-10.1 | B: 0.7&0.0 | C: -1.2&-5.7 | D: nt | E: -18.5&1.3 | F: 1.0&1.0 | G: 0.3&-5.9 | H: -3.0&-1.9 | I: 8.1&1.1
O=C(CCN1C(=O)c2ccc([N+](=O)[O-])cc2C1=O)Nc1nccs1
  A: -3.1 | B: -0.7 | C: 8.4 | D: 1.69 | E: -0.8 | F: 1.4 | G: 0.8 | H: nt | I: 20.7
CCNC(=S)N/N=C(\C)c1ccc(Cl)s1
  A: 8.6 | B: 2.0 | C: 5.1 | D: 19.4* | E: -53.8 | F: 0.2 | G: -3.9 | H: 5.7 | I: 2.5
COc1ccc(NC(=O)/C=C/c2ccccc2)cn1
  A: 0.0 | B: 1.6 | C: 9.8 | D: -1.64 | E: -11.5 | F: 1.4 | G: -9.5 | H: -16.8 | I: 2.0
CCCCC(=NCCc1c(C)[nH]c2ccc(OC)cc12)C1=C(O)CC(c2ccccc2)CC1=O (stereo unspecified)
  A: 4.8 | B: -10.3 | C: 4.8 | D: 1.44 | E: -2.7 | F: -0.1 | G: nt | H: 4.8 | I: 20.1
COC(=O)c1nn(-c2ccccc2)c(Sc2ccc(Br)cc2)c1/C=N/O
  A: 2.1 | B: -4.9 | C: 7.0 | D: nt | E: -15.2 | F: 0.0 | G: 1.9 | H: 1.2 | I: 1.1

# Additional results follow:
# Abbreviations – A = FXIa inh; B = TNF necrop inh; C = FXIIa inh 1536; D = KCC2 mod; E = hK5 inh; F = zVAD death inh; G = Thrombin inh; H = Rad51 HR inh; I = Hck Nef HTS
O=C(NCc1ccccn1)c1coc(=O)c(Br)c1
  A: 0.6 | B: -9.4 | C: 13.3 | D: 0.73 | E: -11.7 | F: 0.0 | G: 2.1 | H: 2.2 | I: 6.5
CCOc1ccc(NC(=O)CSc2nc3nc4c(cc3c(=O)n2CC)COC(C)(C)C4)cc1
  A: 0.8 | B: 2.8 | C: 11.3 | D: -0.488 | E: 1.4 | F: 1.7 | G: -2.3 | H: 9.4 | I: 21.1
CC1CN(C(=O)c2ccccc2Nc2ccc(SC(F)F)cc2)CC(C)O1 (stereo unspecified)
  A: -4.6 | B: 2.6 | C: 5.5 | D: 0 | E: -2.0 | F: 0.8 | G: 0.3 | H: 3.6 | I: 14.3
CCc1c(C)sc(NC(=O)c2cc(C3CC3)on2)c1C#N
  A: 4.0 | B: 0.5 | C: 7.5 | D: 3.67* | E: 0.0 | F: 1.1 | G: -6.8 | H: 0.6 | I: 4.3
CCOC(=O)C1(CCc2ccccc2)CCN(Cc2c(O)cccc2OC)CC1
  A: -2.6 | B: 2.8 | C: 5.5 | D: 0.0393 | E: -1.6 | F: 1.5 | G: -4.3 | H: 8.5 | I: 20.5
CSCC[C@H](NC(=O)NCc1ccccc1F)C(=O)O
  A: 17.7 | B: -2.3 | C: 32.1 | D: 0.0271 | E: 4.8 | F: -0.2 | G: 1.4 | H: 4.1 | I: 2.6

# Reformatted: results already given
SMILES | FXIa inh | TNF necrop inh | FXIIa inh 1536 | KCC2 mod | hK5 inh | zVAD death inh | Thrombin inh | Rad51 HR inh | Hck Nef HTS
CCNC(=S)N/N=C(\C)c1ccc(Cl)s1 | 8.6 | 2.0 | 5.1 | 19.4* | -53.8 | 0.2 | -3.9 | 5.7 | 2.5
COc1ccc(NC(=O)/C=C/c2ccccc2)cn1 | 0.0 | 1.6 | 9.8 | -1.64 | -11.5 | 1.4 | -9.5 | -16.8 | 2.0
CCCCC(=NCCc1c(C)[nH]c2ccc(OC)cc12)C1=C(O)CC(c2ccccc2)CC1=O (stereo unspecified) | 4.8 | -10.3 | 4.8 | 1.44 | -2.7 | -0.1 | nt | 4.8 | 20.1
COC(=O)c1nn(-c2ccccc2)c(Sc2ccc(Br)cc2)c1/C=N/O | 2.1 | -4.9 | 7.0 | nt | -15.2 | 0.0 | 1.9 | 1.2 | 1.1
O=C(NCc1ccccn1)c1coc(=O)c(Br)c1 | 0.6 | -9.4 | 13.3 | 0.73 | -11.7 | 0.0 | 2.1 | 2.2 | 6.5
CCOc1ccc(NC(=O)CSc2nc3nc4c(cc3c(=O)n2CC)COC(C)(C)C4)cc1 | 0.8 | 2.8 | 11.3 | -0.488 | 1.4 | 1.7 | -2.3 | 9.4 | 21.1
CC1CN(C(=O)c2ccccc2Nc2ccc(SC(F)F)cc2)CC(C)O1 (stereo unspecified) | -4.6 | 2.6 | 5.5 | 0 | -2.0 | 0.8 | 0.3 | 3.6 | 14.3
CCc1c(C)sc(NC(=O)c2cc(C3CC3)on2)c1C#N | 4.0 | 0.5 | 7.5 | 3.67* | 0.0 | 1.1 | -6.8 | 0.6 | 4.3
CCOC(=O)C1(CCc2ccccc2)CCN(Cc2c(O)cccc2OC)CC1 | -2.6 | 2.8 | 5.5 | 0.0393 | -1.6 | 1.5 | -4.3 | 8.5 | 20.5
CSCC[C@H](NC(=O)NCc1ccccc1F)C(=O)O | 17.7 | -2.3 | 32.1 | 0.0271 | 4.8 | -0.2 | 1.4 | 4.1 | 2.6

# Only part of the results is shown, so the mix of outcomes need not match the whole.
